Bioassay records: PubChem, several laboratories
CSN inh – blocks human CSN-mediated cullin deneddylation. Q92905. Purified CSN, SCF-Nedd8-OG deneddylation, fluorescence polarization. inhibition, % at 12.5 µM. 0.38% of 360,000 active. AID 651999;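 active means pattern-corrected inhibition above about 35%, with an unprinted fluorescence ratio check between 0.5 and 1.5, limit read from the data, passing the limit was not always enough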;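 further: 0% = enzyme with substrate and 100% = substrate without enzyme; some results filed as inactive read as strong as hits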
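Assay system: purified human Csn5 enzyme expressed in HEK293T cells; measure: % inhibition; also added: SCFSkp2-Nedd8OG substrate at 10 nM final; technique: fluorescence polarization; times: reaction 90 min, room temperature; medium: Tris buffer pH 7.5, NaCl, DTT, Tween-20, trehalose, ovalbumin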
Rpn11 block – inhibitors of human proteasome Rpn11 | human 26S proteasome, Ub4-pepOG fluorescence polarization; 20S core pre-blocked with epoxomicin | O00487 | AID 588493 | 0.59% of 360,000 active | calls only at 20 µM;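 active means inhibition at 20 µM, scaled to each plate's controls, above about 33%, limit read from the data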
Rin1 Abl inh – human Rin1-Abl interaction inhibition; P00519+Q13671; TR-FRET Rin1/Abl binding, biochemical; inhibition, % at 7.35 µM; 0.4% of 360,000 active; AID 588664; in the data active means inhibition above about 5%, passing the limit was not always enough
MLLE-PAM2 inh – inhibitors of microRNA-mediated deadenylation, human PABP1 MLLE binding; P11940; GST-MLLE / FITC-PAM2 fluorescence polarization; inhibition, % at 20 µM; 0.36% of 360,000 active; AID 588489; in the data active means inhibition above about 35%, passing the limit was not always enough;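 further: plate controls were DMSO wells with GST-MLLE for no effect and wells lacking GST-MLLE protein for full effect; some results filed as inactive read as strong as hits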
FAS TE block – blocks the thioesterase domain of human fatty acid synthase; P49327; recombinant FAS-TE, OMFH fluorogenic substrate, fluorescence endpoint; inhibition, % at 15 µM; 0.67% of 360,000 active;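 active means compounds whose normalised, plate-corrected inhibition of enzyme fluorescence in the single-dose primary screen is 50% or more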;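 further: 0% = DMSO with enzyme and 100% = substrate without enzyme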
NadD inh – NadD (S. aureus) enzyme inhibition | AID 602399 | purified NadD enzyme, colorimetric absorbance read-out | 0.78% of 360,000 active | inhibition, % at 20 µM; in the data active means inhibition above about 26%; further: some compounds past the cut are filed as inactive
MT1-MMP act inh – MT1-MMP (human) activation inhibition; HT1080 RFP-PRO-GFP cells, GFP/RFP ratio fluorescence, overnight; percent of plate control window, DMSO zero; AID 651647; GFP/RFP ratio change, % at 20 µM; P50281; 0.061% of 360,000 active;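 active means GFP/RFP ratio change of at least 30% with cell ATP level not reduced by more than half and red fluorescence within 50% of control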; further: strong numbers were not always called active
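Material: RFP-PRO-GFP reporter HT1080 cells. Dosing: single-point 20 µM compound, 1% DMSO. Controls: DMSO and RFP-L50D-GFP cell wells. Timing: cells overnight before dosing, compound overnight, 37 °C, 5% CO2. Measure: GFP/RFP fluorescence ratio.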
Neddyl block – inhibitors of human cullin neddylation; calls only at 25 µM; P61081+Q13564; 0.58% of 360,000 active; TR-FRET cullin neddylation, biochemical; in the data active means inhibition above about 36%
SKN-1 inh – blocks SKN-1 activity in C. elegans; 0.49% of 360,000 active; inhibition, % at 21.8 µM; C. elegans VP596 Pgst-4::GFP/RFP ratio, acrylamide-induced, 24 h; AID 624304;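 active means interference check ratio from 0.5 to 1.5 plus GFP to RFP signal ratio inhibition reaching or exceeding a fixed threshold, cut at about 30% in these data, passing the limit was not always enough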; further: some compounds called inactive have numbers as strong as hits
The depositor's hits bear a star.

`CCCNC(=O)C1(C)CCCN(CC(=O)c2ccc3c(c2)OCCO3)C1` (centres undefined) gave CSN inh 3, Rpn11 block inactive, Rin1 Abl inh -3, MLLE-PAM2 inh 12, FAS TE block -8, NadD inh -3, MT1-MMP act inh 3, Neddyl block inactive and SKN-1 inh -9.
`Oc1c(Br)cc(Br)cc1C=NCc1ccc(F)cc1` gave CSN inh 4, Rpn11 block inactive, Rin1 Abl inh 1, MLLE-PAM2 inh 8, FAS TE block 0, NadD inh 6, MT1-MMP act inh -1, Neddyl block inactive and SKN-1 inh 0.
For CC1CCCN(S(=O)(=O)c2cc3c4c(c2)C(C)C(=O)N4CCC3)C1 (centres undefined) the results were CSN inh 1, Rpn11 block inactive, Rin1 Abl inh -2, MLLE-PAM2 inh 14, FAS TE block -4, NadD inh 2, MT1-MMP act inh -1, Neddyl block inactive and SKN-1 inh 7.
CCOC(=O)c1sc(N)c(C#N)c1COC(=O)C1=COCCO1 was read as CSN inh 14, Rpn11 block inactive, Rin1 Abl inh -1, MLLE-PAM2 inh -57, FAS TE block -2, NadD inh 3, MT1-MMP act inh -10, Neddyl block inactive and SKN-1 inh 6.
For COc1ccc2nc(C)cc(N3CC(C)OC(C)C3)c2c1 (centres undefined) the results were CSN inh -2, Rpn11 block inactive, Rin1 Abl inh 3, MLLE-PAM2 inh -2, FAS TE block -4, NadD inh 2, MT1-MMP act inh 3, Neddyl block inactive and SKN-1 inh 12.
`COc1cccc(-c2cc(C(=O)N/N=C/c3cccc(OC)c3OC)c3ccccc3n2)c1` gave CSN inh 1, Rpn11 block inactive, Rin1 Abl inh -4, MLLE-PAM2 inh 2, FAS TE block 30, NadD inh 7, MT1-MMP act inh 1, Neddyl block inactive and SKN-1 inh -4.
For O=C(c1n[nH]c2ccccc12)N1CCN(S(=O)(=O)c2ccc(Cl)cc2)CC1 the results were CSN inh 0, Rpn11 block inactive, Rin1 Abl inh -1, MLLE-PAM2 inh -4, FAS TE block -2, NadD inh -3, MT1-MMP act inh 1, Neddyl block inactive and SKN-1 inh -3.
`Cc1ncc([N+](=O)[O-])n1CCOC(=O)c1ccc(Br)cc1` gave CSN inh 0, Rpn11 block inactive, Rin1 Abl inh 1, MLLE-PAM2 inh -10, FAS TE block -2, NadD inh -1, MT1-MMP act inh 0, Neddyl block inactive and SKN-1 inh 3.
Nc1ccc(C(=O)N/N=C/c2cccc(Oc3ccccc3)c2)cc1 was read as CSN inh 3, Rpn11 block inactive, Rin1 Abl inh 0, MLLE-PAM2 inh 2, FAS TE block 4, NadD inh -2, MT1-MMP act inh -5, Neddyl block inactive and SKN-1 inh 4.
O=C(CNC(=O)OCc1ccccc1)NCC(=O)NC(Cc1c[nH]c2ccccc12)C(=O)O (centres undefined) was read as CSN inh -5, Rpn11 block inactive, Rin1 Abl inh -1, MLLE-PAM2 inh -4, FAS TE block -4, NadD inh -1, MT1-MMP act inh 1, Neddyl block inactive and SKN-1 inh 1.
For c1ccc(OCc2cc(-c3ccccc3)no2)cc1 the results were CSN inh -4, Rpn11 block inactive, Rin1 Abl inh 1, MLLE-PAM2 inh 5, FAS TE block 24, NadD inh -6, MT1-MMP act inh 1, Neddyl block inactive and SKN-1 inh 45*.
For CC1CCCN(C(=O)CCNC(=O)Cn2cnc3ccccc3c2=O)C1 (centres undefined) the results were CSN inh -3, Rpn11 block inactive, Rin1 Abl inh 2, MLLE-PAM2 inh 11, FAS TE block -7, NadD inh -9, MT1-MMP act inh 1, Neddyl block inactive and SKN-1 inh -7.
For Cc1sc2ncnc(SCC(=O)Nc3cccc(S(N)(=O)=O)c3)c2c1C the results were CSN inh 0, Rpn11 block inactive, Rin1 Abl inh 0, MLLE-PAM2 inh -9, FAS TE block 9, NadD inh 11, MT1-MMP act inh -3, Neddyl block inactive and SKN-1 inh 5.
`C[C@@H]1CCCCO[C@@H](CN(C)CC2CC2)[C@@H](C)CN([C@H](C)CO)C(=O)c2cc(N(C)C)ccc2O1` gave CSN inh 0, Rpn11 block inactive, Rin1 Abl inh 0, MLLE-PAM2 inh -4, FAS TE block -6, NadD inh -11, MT1-MMP act inh -2, Neddyl block inactive and SKN-1 inh -2.
Screening CC1NC(=O)c2cc3ccccc3cc2-n2c1nc1ccc(F)cc1c2=O (centres undefined) returned CSN inh 3, Rpn11 block inactive, Rin1 Abl inh 0, MLLE-PAM2 inh 2, FAS TE block -4, NadD inh 9, MT1-MMP act inh 3, Neddyl block inactive and SKN-1 inh -2.
`COCCN(C(=O)COC(=O)c1nc(Cl)ccc1Cl)c1c(N)n(Cc2ccccc2)c(=O)[nH]c1=O` gave CSN inh 3, Rpn11 block inactive, Rin1 Abl inh 2, MLLE-PAM2 inh 17, FAS TE block -8, NadD inh -1, MT1-MMP act inh 1, Neddyl block inactive and SKN-1 inh -12.
Cn1cc(/C=C2\SC(=S)N(NC(=O)c3ccccc3)C2=O)c2ccccc21 was read as CSN inh 7, Rpn11 block inactive, Rin1 Abl inh -3, MLLE-PAM2 inh -45, FAS TE block -9, NadD inh 28, MT1-MMP act inh -21, Neddyl block inactive and SKN-1 inh 53.
`COC(=O)CSc1ncccc1-c1nc2ccccc2[nH]1` gave CSN inh 1, Rpn11 block inactive, Rin1 Abl inh 4, MLLE-PAM2 inh -8, FAS TE block -4, NadD inh 2, MT1-MMP act inh 5, Neddyl block inactive and SKN-1 inh -12.
For Cc1occc1-c1nnc(SCC(=O)N2CCOCC2)n1Cc1ccco1 the results were CSN inh 1, Rpn11 block inactive, Rin1 Abl inh -1, MLLE-PAM2 inh 8, FAS TE block -4, NadD inh -2, MT1-MMP act inh 1, Neddyl block inactive and SKN-1 inh 5.
For CCOC(=O)C(NC(=O)CC)(Nc1ccccc1)C(F)(F)F (centres undefined) the results were CSN inh 3, Rpn11 block inactive, Rin1 Abl inh -1, MLLE-PAM2 inh 3, FAS TE block -7, NadD inh -3, MT1-MMP act inh 0, Neddyl block inactive and SKN-1 inh 16.

Reprinted from the part before: 3 compounds, followed by the next part.
`COC(=O)CSc1ncccc1-c1nc2ccccc2[nH]1` gave CSN inh 1, Rpn11 block inactive, Rin1 Abl inh 4, MLLE-PAM2 inh -8, FAS TE block -4, NadD inh 2, MT1-MMP act inh 5, Neddyl block inactive and SKN-1 inh -12.
For Cc1occc1-c1nnc(SCC(=O)N2CCOCC2)n1Cc1ccco1 the results were CSN inh 1, Rpn11 block inactive, Rin1 Abl inh -1, MLLE-PAM2 inh 8, FAS TE block -4, NadD inh -2, MT1-MMP act inh 1, Neddyl block inactive and SKN-1 inh 5.
For CCOC(=O)C(NC(=O)CC)(Nc1ccccc1)C(F)(F)F (centres undefined) the results were CSN inh 3, Rpn11 block inactive, Rin1 Abl inh -1, MLLE-PAM2 inh 3, FAS TE block -7, NadD inh -3, MT1-MMP act inh 0, Neddyl block inactive and SKN-1 inh 16.
`Cc1ccccc1Cn1c(C)nc2ccccc21` gave CSN inh 3, Rpn11 block inactive, Rin1 Abl inh -1, MLLE-PAM2 inh -4, FAS TE block -4, NadD inh -3, MT1-MMP act inh 9, Neddyl block inactive and SKN-1 inh 2.
For O=C(/C=C/c1ccccc1[N+](=O)[O-])OCC(=O)N1CCCC1 the results were CSN inh -3, Rpn11 block inactive, Rin1 Abl inh 2, MLLE-PAM2 inh -12, FAS TE block -9, NadD inh -2, MT1-MMP act inh -2, Neddyl block inactive and SKN-1 inh 11.
`CCOC(=O)C1CCCN(C(=O)c2ccc3c(c2)N(Cc2ccccc2)C(=O)c2ccccc2S3=O)C1` (centres undefined) gave CSN inh -1, Rpn11 block inactive, Rin1 Abl inh 0, MLLE-PAM2 inh 2, FAS TE block 15, NadD inh -1, MT1-MMP act inh 0, Neddyl block inactive and SKN-1 inh 8.
COC(=O)c1oc(-c2ccc(Cl)cc2)nc1C was read as CSN inh 3, Rpn11 block inactive, Rin1 Abl inh 2, MLLE-PAM2 inh 11, FAS TE block 0, NadD inh 3, MT1-MMP act inh -2, Neddyl block inactive and SKN-1 inh 6.
`CCN1C(=O)[C@H]2[C@@H](c3ccc(C)cc3)N[C@]3(CCCN(Cc4ccccc4)C3=O)[C@H]2C1=O` gave CSN inh 0, Rpn11 block inactive, Rin1 Abl inh 1, MLLE-PAM2 inh -1, FAS TE block -6, NadD inh -3, MT1-MMP act inh 2, Neddyl block inactive and SKN-1 inh 10.
Screening Nc1nc(Nc2ccc(Cl)cc2Cl)nc(C(F)(F)F)n1 returned CSN inh 3, Rpn11 block inactive, Rin1 Abl inh 1, MLLE-PAM2 inh 0, FAS TE block 10, NadD inh -3, MT1-MMP act inh -4, Neddyl block inactive and SKN-1 inh 23.
`Cc1cc(C)n(C(=O)C(C)N2C(=O)c3ccccc3C2=O)n1` (centres undefined) gave CSN inh -7, Rpn11 block inactive, Rin1 Abl inh 0, MLLE-PAM2 inh -6, FAS TE block 0, NadD inh -9, MT1-MMP act inh 4, Neddyl block inactive and SKN-1 inh -21.
c1ccc(-c2ccn3nnnc3n2)cc1 was read as CSN inh -1, Rpn11 block inactive, Rin1 Abl inh 3, MLLE-PAM2 inh -7, FAS TE block 0, NadD inh 10, MT1-MMP act inh 4, Neddyl block inactive and SKN-1 inh 16.
`Nn1c(SCC(=O)Nc2ccc3c(c2)OCO3)nnc1-c1ccccc1` gave CSN inh 2, Rpn11 block inactive, Rin1 Abl inh -1, MLLE-PAM2 inh -13, FAS TE block -8, NadD inh -3, MT1-MMP act inh 0, Neddyl block inactive and SKN-1 inh 14.
`Cc1cc(=O)c2cc(NC(=O)c3ccccc3Cl)ccc2[nH]1` gave CSN inh 1, Rpn11 block inactive, Rin1 Abl inh 1, MLLE-PAM2 inh -7, FAS TE block 0, NadD inh -4, MT1-MMP act inh 0, Neddyl block inactive and SKN-1 inh 2.
Screening CCCNc1nc(N)nc(-c2cc(Cl)ccc2OC)n1 returned CSN inh -4, Rpn11 block inactive, Rin1 Abl inh -1, MLLE-PAM2 inh -1, FAS TE block -1, NadD inh -3, MT1-MMP act inh -1, Neddyl block inactive and SKN-1 inh 12.
`CC(C)Sc1cc(N2CCCC2)nc(-c2ccccc2Cl)n1` gave CSN inh -2, Rpn11 block inactive, Rin1 Abl inh -5, MLLE-PAM2 inh 3, FAS TE block 20, NadD inh 4, MT1-MMP act inh -8, Neddyl block inactive and SKN-1 inh 5.
Screening CCN(CC(=O)NCc1cccs1)C(=O)c1cccc(S(=O)(=O)NC)c1 returned CSN inh -2, Rpn11 block inactive, Rin1 Abl inh 2, MLLE-PAM2 inh 7, FAS TE block -4, NadD inh -6, MT1-MMP act inh 10, Neddyl block inactive and SKN-1 inh -3.
Cc1cc(-c2n[nH]c(=S)n2-c2ccc(C)c(C)c2)no1 was read as CSN inh -10, Rpn11 block inactive, Rin1 Abl inh 0, MLLE-PAM2 inh 0, FAS TE block -10, NadD inh -5, MT1-MMP act inh 10, Neddyl block inactive and SKN-1 inh 8.
Screening CC1(C)CN(c2ccsc2C(=O)O)C1=O returned CSN inh -4, Rpn11 block inactive, Rin1 Abl inh 1, MLLE-PAM2 inh 7, FAS TE block -6, NadD inh 1, MT1-MMP act inh 4, Neddyl block inactive and SKN-1 inh -1.
Screening Cc1cc(S(=O)(=O)N2CCN(c3c(C)cccc3C)CC2)ccc1F returned CSN inh 1, Rpn11 block inactive, Rin1 Abl inh 0, MLLE-PAM2 inh 2, FAS TE block 22, NadD inh -1, MT1-MMP act inh -5, Neddyl block inactive and SKN-1 inh -9.

This is a random part of the collection; any-hit rate near 3.9%.
